Screening results: PubChem BioAssay, The Scripps Research Institute Molecular Screening Center
PAFAH1B2 inh: blocks human PAF acetylhydrolase 1b catalytic subunit 2 | P68402 | recombinant PAFAH1B2, FP-rhodamine activity probe, fluorescence polarization | inhibition, % at 3.39 µM | 1.2% of 340,000 active | AID 492953;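 active = inhibition above the mean of all tested compounds plus 3 SD, cut at about 24% in these data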;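 note: 0% = enzyme with DMSO and 100% = wells lacking PAFAH1B2; many of its hits are not listed in these tables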
Target sequence (P68402 whole entry, looked up): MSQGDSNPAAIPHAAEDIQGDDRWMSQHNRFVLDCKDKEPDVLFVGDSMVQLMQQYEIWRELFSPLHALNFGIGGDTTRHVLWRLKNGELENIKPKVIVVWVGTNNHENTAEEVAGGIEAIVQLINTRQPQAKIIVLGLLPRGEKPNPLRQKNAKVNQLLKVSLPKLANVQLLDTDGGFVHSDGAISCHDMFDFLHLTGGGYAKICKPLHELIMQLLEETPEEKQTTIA
LYPLA2 counter: LYPLA2 (human) inhibition in PME1 counter-screen. O95372. recombinant LYPLA2, FP-Rh probe fluorescence polarization. inhibition, % at 5.9 µM. 0.38% of 320,000 active. AID 2177;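 active = inhibition above the screen-wide mean plus 3 SD, limit set per campaign, cut at about 26% in these data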;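 note: 0% = LYPLA2 with DMSO and 100% = wells lacking LYPLA2 enzyme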
PME-1 inh: PME-1 (human) inhibition; Q9Y570; recombinant PME-1, FP-Rh probe fluorescence polarization; inhibition, % at 5.9 µM; 0.53% of 320,000 active; AID 2130;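 active = inhibition above the campaign mean of all compounds plus 3 SD, cut at about 26% in these data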;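 note: competitive labeling of PME-1 active site by serine hydrolase directed probe; 0% = PME-1 with DMSO and 100% = wells lacking PME-1 enzyme; inhibitors block probe labeling so polarization falls and inhibition rises; many of its hits are not listed in these tables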
Target sequence (Q9Y570 whole entry, looked up): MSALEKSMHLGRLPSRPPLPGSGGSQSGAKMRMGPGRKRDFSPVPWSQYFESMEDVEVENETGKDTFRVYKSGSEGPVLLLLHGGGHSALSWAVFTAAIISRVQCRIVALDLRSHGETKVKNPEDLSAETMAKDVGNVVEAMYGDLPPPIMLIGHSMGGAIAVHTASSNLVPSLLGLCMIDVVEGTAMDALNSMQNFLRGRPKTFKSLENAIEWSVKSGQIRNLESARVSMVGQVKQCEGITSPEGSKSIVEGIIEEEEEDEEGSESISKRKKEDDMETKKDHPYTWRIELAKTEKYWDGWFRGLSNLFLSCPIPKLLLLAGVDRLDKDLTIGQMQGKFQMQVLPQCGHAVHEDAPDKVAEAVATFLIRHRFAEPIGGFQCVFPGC
PAD4 inh: blocks human protein arginine deiminase 4. Q9UM07. recombinant PAD4, RCA probe fluorescence polarization. inhibition, % at 6.36 µM. 0.41% of 330,000 active;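 active = percent inhibition above a cutoff equal to the mean of all tested compounds plus 3 SD, cut at about 15% in these data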;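 note: 0% = PAD4 with RCA probe and DMSO and 100% = probe without PAD4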
pPAFAH inh: inhibitors of human plasma PAF acetylhydrolase (pPAFAH) | recombinant pPAFAH, FP-rhodamine probe fluorescence polarization | inhibition, % at 3.39 µM | 1.5% of 330,000 active | AID 463082;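 active = inhibition above the mean inhibition across the screen plus 3 SD, cut at about 25% in these data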;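 note: inhibitors block binding of the rhodamine activity-based probe so polarization drops; 0% = enzyme with DMSO and 100% = wells lacking pPAFAH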
GSTO1 counter: counter-screen for RBBP9 inhibitors: inhibitors of human GSTO1; 1.1% of 300,000 active; recombinant GSTO1, activity-based probe fluorescence polarization; inhibition, % at 5.96 µM;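 active = inhibition above the campaign mean inhibition plus 3 SD, cut at about 35% in these data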;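 note: 0% = GSTO1-1 with DMSO and 100% = wells lacking GSTO1-1 enzyme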
PAFAH1B3 inh: blocks human PAF acetylhydrolase 1B catalytic subunit 3. recombinant PAFAH1B3, FP-rhodamine probe, fluorescence polarization. inhibition, % at 3.39 µM. 0.28% of 340,000 active. AID 492972;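 active = inhibition above the screen-wide average of all tested compounds plus 3 SD, cut at about 25% in these data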;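 note: 0% = enzyme with DMSO only and 100% = wells lacking PAFAH1B3 protein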
LYPLA1 inh: counter-screen for PME1 inhibitors: inhibitors of human LYPLA1; recombinant LYPLA1, FP-Rh probe fluorescence polarization; inhibition, % at 5.9 µM; 0.16% of 320,000 active;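 active = inhibition above the mean of all tested compounds plus 3 SD, set per campaign, cut at about 14% in these data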;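 note: inhibitors block serine hydrolase probe labeling of LYPLA1 so polarization falls; 0% = enzyme with DMSO and 100% = wells lacking LYPLA1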
Target sequence (O75608 whole entry, looked up): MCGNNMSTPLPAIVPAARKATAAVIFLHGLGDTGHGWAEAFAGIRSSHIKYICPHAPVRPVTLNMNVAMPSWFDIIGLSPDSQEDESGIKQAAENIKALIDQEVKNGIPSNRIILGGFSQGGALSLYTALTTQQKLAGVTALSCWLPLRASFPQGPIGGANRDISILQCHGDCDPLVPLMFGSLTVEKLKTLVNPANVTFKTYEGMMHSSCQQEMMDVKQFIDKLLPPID
PREPL inh: inhibits the human prolyl oligopeptidase-like enzyme; inhibition, % at 5.96 µM; 0.68% of 320,000 active; Q4J6C6; recombinant PREPL, fluorescence polarization activity-based probe; in the data active = inhibition above about 43%;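 note: 0% = enzyme with DMSO and 100% = wells lacking enzyme; many of its hits are not listed in these tables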
Active calls of the source: *; x = no result given.

SMILES	PAFAH1B2 inh	LYPLA2 counter	PME-1 inh	PAD4 inh	pPAFAH inh	GSTO1 counter	PAFAH1B3 inh	LYPLA1 inh	PREPL inh
CCC1CCCCN1C(=O)CN1C(=O)CSC1=O (stereo unspecified)	9	1	0	1	2	-6	4	-4	-4
Cc1ccc(NC(=O)Cn2nnc(-c3ccccc3NC(=O)c3cccs3)n2)cc1	-7	-24	-51	0	4	-47	-11	-15	2
Cc1nn(-c2ccc(F)cc2)c2c1cc(C#N)c1nc3ccccc3n12	7	-3	-1	1	4	-8	5	0	0
COc1ccc(-c2csc(=Nc3ccccc3)n2CCO)cc1	2	-2	9	2	8	5	-2	-2	7
O=C(COC(=O)/C=C/c1cn(-c2ccccc2)nc1-c1ccc2c(c1)OCCO2)NC1CCS(=O)(=O)C1 (stereo unspecified)	2	-14	-29	-7	-5	-13	14	-17	1
O=c1[nH]cc([N+](=O)[O-])cc1Br	-3	3	-3	0	1	1	5	0	17
O=C1Nc2cc(Cl)ccc2C1(N1CCNCC1)C(F)(F)F (stereo unspecified)	6	2	-2	0	5	-1	5	-1	-9
C[C@H](NC(N)=O)C(=O)N1CCN(S(=O)(=O)c2ccc3ccccc3c2)CC1	8	2	-1	2	3	-2	0	0	2
Cn1c(=O)c(C(=O)CSc2ccccc2)c(N)n(Cc2ccccc2)c1=O	4	-8	1	-4	-1	0	4	0	-15
O=C(CNS(=O)(=O)c1ccccc1)OCC(=O)c1ccccc1Cl	3	-1	-6	2	7	1	-1	-2	14
Nc1nnc(C(F)(F)F)s1	-2	-1	0	0	1	5	8	3	6
Cc1noc(C)c1C(=O)NCCc1c(C)[nH]c2ccccc12	5	-2	3	1	1	2	-3	-2	5
Cc1ccc(C#N)c(SCC(=O)Nc2nccs2)n1	7	2	8	-1	6	7	5	1	9
Oc1c(C(c2ccco2)N2CCC3(CC2)OCCO3)sc2ncnn12 (stereo unspecified)	2	4	-2	-1	-2	8	-6	-5	31
Cc1ccc(NC(=O)CCCN2C(=O)c3cccc4cccc(c34)C2=O)cc1	2	2	3	-4	0	-2	2	0	1
CN1CCN(C(=O)CCn2nc(-c3ccccc3)c3ccccc3c2=O)CC1	6	-3	-3	-5	3	4	2	0	-5
COC(=O)c1ccc(CSc2nnc(-c3ccccc3)n2C)o1	-2	-7	-2	-2	-4	8	3	-1	1
CC1=NN(c2cccc([N+](=O)[O-])c2)C(=O)C1	7	5	-1	-14	5	24	20	-2	2
COc1ccc(-c2nc(N)ncc2-c2csc(C)n2)c(O)c1	-1	-5	-7	-7	-8	5	-6	-3	9
Cc1nc(SCC(=O)Nc2ccc(CN3CCCC3)cc2)c2c(C)c(C)sc2n1	0	13	4	4	-11	x	4	3	23

4 of the entries above in order of their number in PREPL inh, descending:
SMILES	PAFAH1B2 inh	PME-1 inh	PAD4 inh	pPAFAH inh	PAFAH1B3 inh	PREPL inh
Cc1nc(SCC(=O)Nc2ccc(CN3CCCC3)cc2)c2c(C)c(C)sc2n1	0	4	4	-11	4	23
O=c1[nH]cc([N+](=O)[O-])cc1Br	-3	-3	0	1	5	17
CCC1CCCCN1C(=O)CN1C(=O)CSC1=O (stereo unspecified)	9	0	1	2	4	-4
CN1CCN(C(=O)CCn2nc(-c3ccccc3)c3ccccc3c2=O)CC1	6	-3	-5	3	2	-5

New compounds follow:
SMILES	PAFAH1B2 inh	LYPLA2 counter	PME-1 inh	PAD4 inh	pPAFAH inh	GSTO1 counter	PAFAH1B3 inh	LYPLA1 inh	PREPL inh
CCOC(=O)c1c(-n2cccc2)sc2c1CCCC2=O	4	10	7	0	2	0	8	5	22
CS(=O)(=O)N1CCN(c2nc3ccc(Cl)cc3s2)CC1	2	10	-1	1	12	4	2	0	2
CCOc1cc(CNC(CC)CO)ccc1OCC(=O)Nc1cccc(C(F)(F)F)c1 (stereo unspecified)	4	0	1	-3	-1	0	8	1	32
N#C/C(=C/c1ccc2c(c1)OCO2)C(=O)Nc1ccc(O)cc1	-1	-6	1	1	4	6	12	0	-1
NC(=O)c1nsc(C(=O)N(CC(=O)NCc2ccc(F)cc2)Cc2ccco2)c1N	-2	0	-2	3	-3	-1	3	2	-7
Cc1ccccc1/C=C1\SC(=S)N(/N=C/c2cc([N+](=O)[O-])ccc2O)C1=O	13	5	9	3	8	35*	5	4	18
CCOC(=O)C1CCCN(Cc2ccccc2C)C1 (stereo unspecified)	2	-3	1	1	-5	1	-1	1	1
COC(=O)CC1COc2ccccc2N1C(=O)/C=C/c1ccccc1 (stereo unspecified)	7	-3	1	-1	7	8	7	1	-9
C/C(=N\NC(=O)c1nnn(-c2nonc2N)c1CSc1ccccc1)c1ccco1	-2	-4	-4	2	7	3	-2	0	9
COC(=O)c1ccc(C(=O)OC)c(NC(=O)CSc2nnc(-c3ccccc3Cl)o2)c1	2	0	0	-2	4	9	6	1	-1
CC1Cc2c([nH]c3ccccc23)C2c3ccccc3CN12 (stereo unspecified)	3	-4	-5	-5	0	3	6	-2	14
C/C(=C(\C#N)C(=O)NCCN1CCOCC1)N(C)C	0	-7	-1	5	0	3	16	-3	-1
CCCn1nc(C(=O)NNC(=O)c2cc(S(=O)(=O)NC)ccc2Br)c2ccccc2c1=O	-2	-2	-3	-8	-2	11	7	-1	4
Cc1nn(CC(=O)Nc2ccc(C(C)C)cc2)c(C)c1[N+](=O)[O-]	6	4	3	2	-6	-5	10	-4	14
Cc1c(S(=O)(=O)N2CCN(c3cccc(Cl)c3)CC2)c(=O)n(C)c(=O)n1C	-4	-1	3	-8	2	-1	3	2	12
Cc1ccc(S(=O)(=O)NNC(=O)Cc2cccn2C)cc1	5	4	2	-1	1	3	12	1	1
Cc1cc(C(=O)N2CCN(c3ccc(F)cc3)CC2)on1	2	-1	-4	4	1	5	-2	-3	19
CC(=O)C[C@@H](O)CC(=O)[C@@H]1OC(=O)[C@@H](C)CCCCc2ccccc21	7	x	x	-3	7	x	5	x	3
COc1ccc(C(=O)N2CCCC(CNC(=O)c3ccc(F)cc3)C2)cc1OC (stereo unspecified)	6	1	1	-2	-1	-3	0	6	21
C=CCC(NCc1ccccc1)c1ccc(Cl)cc1 (stereo unspecified)	4	0	-2	-6	-5	-1	13	-1	-4
COc1ccc(NS(=O)(=O)c2cc3c(cc2C)N(C(C)=O)CCO3)cc1	1	4	14	-2	2	-3	2	1	-8
COc1cccc(NC(=S)N2CCn3c(nc4ccccc43)C2)c1	1	-2	-2	-1	-3	8	2	-3	-2
O=C(CCCOc1ccc(Cl)cc1Cl)N1CCCc2ccccc21	-2	7	8	5	2	-3	-7	-4	-5
CCOC(=O)Cc1c[nH]c2ccccc12	0	4	16	-2	3	1	-6	-2	14
Cc1ccccc1CS(=O)(=O)CCC(=O)O	2	6	-7	-1	6	4	-3	1	1
c1ccc(C2=Nn3c(nnc3-c3cccs3)SC2)cc1	7	7	-2	1	5	2	5	1	-3
CCC(C(=O)NCc1ccc(F)cc1)n1nc(C)n2c(cc3occc32)c1=O (stereo unspecified)	3	-8	5	-2	3	0	10	-2	-3
Cc1cccc(C(C)(C)C)c1OCCN1CCCC1	6	9	-7	-6	-1	7	5	-3	-15
Cc1ccc(-n2nnnc2-c2cnc3ccc(Cl)cc3c2-c2ccccc2)cc1	-4	5	3	-4	4	3	-1	3	-4
CN(CCc1ccccc1)C1CCCN(S(=O)(=O)c2cccc(F)c2)C1 (stereo unspecified)	2	3	6	-2	3	5	-7	-1	-3
CCOCCCNc1c2c(nc3cc(-c4ccc(F)cc4)nn13)CCC2	7	5	2	-2	7	1	6	2	18
Cc1cc(NC(=O)CCC(=O)N(C2CC2)C(C(=O)NC(C)(C)C)c2ccccc2Cl)no1 (stereo unspecified)	3	7	6	0	3	0	4	2	12
O=C(/C=C\c1ccccc1)NCC(=O)N/N=C/c1ccc(O)cc1O	3	4	7	-1	2	-1	5	0	20
CCCCC(=O)Nc1cc(-c2nc3ncccc3o2)ccc1C	1	3	0	-7	5	8	11	-2	-10
CCOC(=O)C1CCCN(C(=O)c2sc3nc(C)nc(N4CCOCC4)c3c2C)C1 (stereo unspecified)	3	0	8	0	0	-2	13	-2	8
O=C(Cn1c(=O)oc2ccccc21)NCCc1ccccc1	6	5	-3	-4	2	2	8	1	-7
COc1ccc(CCN2CC(C(=O)NCc3cnn(C(C)C)c3)CCC2=O)cc1 (stereo unspecified)	-1	7	0	7	1	3	0	-2	-7
Cc1cc(Oc2ccccc2)nc(SCC(=O)Nc2ccc(Cl)cc2Cl)n1	0	-1	0	-4	5	0	1	-1	27
NCCCC[C@H]1CNC(=S)N1CCCCC1CCCCC1	1	0	4	2	2	-1	3	-2	-15
C/C=C/C=C\C(=O)Nc1cccc(C2=NOC3(C2)C[C@@H](C(N)=O)N(C(=O)/C(C)=C/C)C3)c1 (stereo partly specified)	-1	-19	-9	-1	1	-8	-9	-10	-2
O=C(CN1C(=O)NC2(CCCC2)C1=O)Nc1ccccc1-c1ccccc1	8	0	1	-4	-5	-1	2	2	15
CCOC(=O)Nc1ccc(S(=O)(=O)Nc2nc(C)cc(C)n2)cc1	5	8	-1	-1	0	2	-2	-1	1
O=C(NCC1CCCCC1)C1CCN(C(=O)NC2CCCCC2)CC1	8	-3	2	-9	-11	1	11	-3	1
COc1ccc(C2CC(C)=NN2C=O)cc1OC (stereo unspecified)	4	5	-1	0	3	-1	-3	5	7
O=C(COC(=O)c1ccco1)NCCc1ccc(Cl)cc1	7	3	-11	-4	-2	x	8	0	1
CC(C)NC(=O)COC(=O)CNC(=O)c1cc(Cl)cc([N+](=O)[O-])c1	4	-2	-6	2	-2	4	-2	-1	-5
COc1ccc(CCC(=O)OCC(=O)NCc2ccccc2)cc1	3	-3	-4	2	10	x	-3	-1	0
O=C(NNS(=O)(=O)c1ccccc1)c1ccc([N+](=O)[O-])cc1	4	-5	-4	-1	5	9	-5	-3	28
CC(C)NC(=O)N(C)C[C@H]1Oc2ccc(NC(=O)Nc3ccccc3)cc2C(=O)N([C@H](C)CO)C[C@@H]1C	6	x	x	2	1	x	-9	x	-6
Cc1cc(C(=O)CSc2nnc(-c3ccc(F)cc3)o2)c(C)n1CC1CCCO1 (stereo unspecified)	0	-8	-7	0	-2	8	-4	-6	-7
CC(C)COC(=S)Nc1ccccc1	4	1	1	1	1	-1	2	0	-3
COc1cc(/C=C/C2=CC(C)(C)NC(=S)N2)cc(OC)c1OC	2	-10	-2	-1	8	1	7	-5	5
COc1ccc(Cn2cccc(NC(=O)Nc3cccc(C#N)c3)c2=O)cc1	3	-3	-1	-5	7	-7	-4	-4	-2
Cc1cccc(OCC(=O)OCC(=O)Nc2ccc(Cl)cn2)c1	2	x	x	-1	10	x	9	x	14
O=C(CCc1c[nH]c2ccccc12)NN1C(=O)NC2(CCCCC2)C1=O	6	3	3	-2	2	x	-1	0	4
C=CCOc1ccccc1CN1CCN(CCc2ccccc2)C(CCO)C1 (stereo unspecified)	3	0	3	2	7	2	5	-3	3
CC/C(=N/Nc1ccccc1)c1cnnc(SC)n1	1	0	5	-4	0	47*	6	0	17
O=C(NCCN1CCOCC1)c1ccc2c(c1)N(Cc1ccccc1)C(=O)CS2	-2	-1	0	-4	0	3	2	0	-4
CC(C)c1nnc(NC(=O)c2sc3ccccc3c2Cl)s1	-1	2	-5	0	-5	-22	0	-1	-5

This is a subset; rates above refer to the full screens.
